OX1R antag-1: antagonists of human orexin 1 receptor; inhibition, % at 5 µM; 330,000 tested, 0.43% active; CHO/OX1R cells, Fluo-8 calcium fluorescence, orexin A; AID 434989; O43613;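 active means inhibition above its plate's threshold, mean inhibition of all tested compounds on the plate plus 3 SD, cut at about 37% in these data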;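 further: 0% = orexin A challenge wells and 100% = SB-334867-A antagonist wells; not every result past the cut was called active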
Target sequence (O43613 whole entry, looked up): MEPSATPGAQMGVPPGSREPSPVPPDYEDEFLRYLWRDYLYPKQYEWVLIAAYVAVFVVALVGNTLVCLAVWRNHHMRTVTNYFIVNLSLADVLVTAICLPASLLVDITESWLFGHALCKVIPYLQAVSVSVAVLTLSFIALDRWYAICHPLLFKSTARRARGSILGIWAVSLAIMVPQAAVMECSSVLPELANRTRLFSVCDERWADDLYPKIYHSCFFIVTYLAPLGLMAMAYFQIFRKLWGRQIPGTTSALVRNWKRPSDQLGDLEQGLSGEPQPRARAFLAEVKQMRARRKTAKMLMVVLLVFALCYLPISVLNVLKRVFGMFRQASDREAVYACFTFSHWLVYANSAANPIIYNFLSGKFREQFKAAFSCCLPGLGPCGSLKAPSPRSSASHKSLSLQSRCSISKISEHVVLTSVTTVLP
OX1R antag-2: blocks the human orexin 1 receptor | O43613 | OX1R-expressing cells, FRET antagonist read-out | inhibition, % at 6.6 µM | 330,000 tested, 1.8% active | AID 485270; in the data active means inhibition mostly above about 38%, no sharp cut-off; inactive means mostly below about 40%;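 further: 0% = agonist challenge alone and 100% = reference antagonist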
Starred values were filed as active, the others as inactive.

Screens in order: OX1R antag-1 | OX1R antag-2
N#Cc1ccc(Oc2ccc(C(F)(F)F)cc2NC(=O)c2ccc(F)cc2)cc1
    11 | 37
COc1ccccc1Oc1nc(-c2cccnc2)nc2ccccc12
    -29 | 32
Cc1cccn2c(=O)nc(SCC(=O)NC3CCCCC3)nc12
    -18 | 18
COc1cc(NC(=O)N2CCOCC2)cc(OC)c1
    -3 | 22
CN(CCCNC(=O)c1ccc(CS(=O)c2ccc(Br)cc2)o1)Cc1ccccc1 (centres undefined)
    -20 | 13
COc1ccccc1-c1nn2c(-c3ccco3)nnc2s1
    -13 | 12
C/C(=N\NC(=O)C1CC1)c1ccc(C)cc1C
    -6 | 4
Cc1c(C(=O)N2CCN(c3ccccc3)CC2)sc2ncnc(N3CCC(C)CC3)c12
    -26 | 15
O=C(Cn1nnc(-c2cccc(C(F)(F)F)c2)n1)NC(=O)NCc1ccco1
    -12 | 8
COc1ccc(C(=O)Sc2nncc3ccccc23)cc1
    -19 | 9
O=C(CSc1n[nH]c(=O)[nH]c1=O)N1CCCCCC1
    9 | 6
CCOC(=O)N1CCN(c2ccc(Cl)cc2)CC1
    -9 | 6
O=C(C1CCCN(S(=O)(=O)c2ccc(F)cc2)C1)N1CCCC1 (centres undefined)
    -10 | 29
CCN(CC)c1ncnnc1-c1ccccc1
    -12 | 5
CC(C)CC(=O)NC(=S)Nc1nc(-c2ccccc2)cs1
    -23 | 26
COc1ccc(Br)cc1CN(C)C(=O)Cc1ccc(S(=O)(=O)N2CCOCC2)s1
    -25 | 7
CCOc1ccc(C2C(C#N)=C(N)Oc3cc(O)ccc32)cc1OCC (centres undefined)
    -7 | 14
COc1cc(C2(c3ccc(O)c(OC)c3)C(=O)Nc3c(Br)cc(Br)cc32)ccc1O
    12 | -1
Nc1ccc(Oc2ccc3nc(-c4ccccc4)c(-c4ccccc4)nc3c2)cc1
    -17 | 9
Cc1ccc(O)c(C(=O)c2cnn(C(=O)Cc3csc(C)n3)c2)c1
    -16 | 11
CSc1nc2nc(-c3ccccc3)cc(C(F)(F)F)n2n1
    -25 | 10
Cc1ccc(NC(=O)COC(=O)c2ccccc2-c2nc3ccccc3s2)c(C)c1
    -24 | 27
N/C(=N\OC(=O)c1ccc(Cl)cc1Cl)c1ccc(Cl)cc1
    -10 | 16
Cc1ccc(C2(C)NC(=O)N(CC(=O)N(c3ccccc3)C3CCS(=O)(=O)C3)C2=O)cc1 (centres undefined)
    -6 | 21
O=C1C(Nc2cccc(O)c2)=C(N2CCCCC2)C(=O)c2ccccc21
    -2 | 39
N#Cc1ccc(CSc2nc(N)cc(N)n2)cc1
    -8 | 13
CCOC(=O)c1c(CN(CC)CC)oc2ccc(OC)cc12
    -18 | 13
COc1ccc(-c2ncccc2O)cc1
    4 | 33
Cc1c(C(=O)NN2CCN(C)CC2)cccc1[N+](=O)[O-]
    -2 | 9
CC(C)c1nnc(NC(=O)CCC(=O)N2CCC(Cc3ccccc3)CC2)s1
    -18 | 3
CC(C)(C)[C@@H]1C=C(C(=O)N2CCN(Cc3ccc4c(c3)OCO4)CC2)O[C@H](OCc2ccc(CO)cc2)C1
    -17 | 10
COc1ccccc1-c1ccc(/C=C2/C=C(CC(C)C)OC2=O)o1
    -22 | 7
C/C=C/C(=O)OCC(=O)Nc1cccc(S(=O)(=O)NC2=NCCCCC2)c1
    17 | 0
Cc1cccc(NC(=O)CCCN2C(=O)c3ccccc3C2=O)n1
    -13 | 9
Cc1nnc(N(C)C(=O)Cc2ccc3c(c2)OCO3)s1
    -8 | 17
CCC(C)NC(=O)Cc1ccc(-c2ccccc2)cc1 (centres undefined)
    -17 | 14
Cc1noc(C)c1COC(=O)CCCc1c[nH]c2ccccc12
    1 | 57
CCNC(=O)CC1C(=O)N(CC)C(=S)N1NC(=O)c1cccnc1 (centres undefined)
    -9 | 29
CCOC(=O)c1c(N)sc(C(O)(C(F)(F)F)C(F)(F)F)c1-c1ccccc1
    -15 | 7
CSCCC(NC(=O)/C(=C\c1ccco1)NC(=O)c1ccco1)C(=O)O (centres undefined)
    -6 | 26
Cc1cc2c(cc1S(=O)(=O)C(C)CC(=O)NCc1ccco1)OCC(=O)N2 (centres undefined)
    1 | 1
CCOC(=O)C1=C(C)NC(C)=C(C(=O)OCC)C1c1cccs1
    -12 | 21
O=C(NCc1n[nH]c(=S)n1-c1ccc(Br)cc1)c1ccc(S(=O)(=O)N2CCCCC2)cc1
    -17 | 4
Cc1c(C(=O)Nc2ccccc2)sc2nc[nH]c(=O)c12
    4 | 0
CCCCN(CC)S(=O)(=O)c1ccc(C(=O)Nc2nnc(-c3ccccc3Cl)o2)cc1
    -15 | 11
O=C(NCCc1cccs1)c1ccc(Cl)cc1
    -15 | 11
COc1ccc(-c2ccc(OC)cc2C(=O)O)cc1
    -17 | 10
CCOC(=O)C1CCN(S(=O)(=O)CCNC(=O)c2cccc(OC)c2)CC1
    -19 | 5
NC(=O)c1nsc(C(=O)N(CC(=O)NCc2ccco2)c2ccccc2F)c1N
    -9 | 6
CCCCCn1c(C(Cc2ccccc2)NC(=O)COC)nc2ccccc21 (centres undefined)
    -17 | -4
COc1cc2c(cc1OC)CN(C(=O)c1ccc(S(=O)(=O)N3CCCCCC3)cc1)CC2
    -20 | 6
CCCOc1ccc(NC(=O)OC2CCN(C)CC2)cc1
    -19 | 7
Oc1ccc2c(c1)C1CCCC1(N1CCOCC1)O2 (centres undefined)
    -12 | 18
Cc1occc1-c1nnc(SCC(=O)N2CCOCC2)n1CCc1ccccc1
    -2 | 20
O=C(NC1=NCCS1)C12CC3CC(CC(C3)C1)C2
    -18 | 7
CC(C)NC(=O)NNc1c(Cl)cncc1Cl
    14 | 1
O=C(CSc1nnnn1C1CCCCC1)NCc1cccs1
    -21 | 21
COc1cc(OC)c(CN2CCc3c([nH]c4ccccc34)C2)cc1Br
    -1 | 27
Cc1ccc(Sc2c(C=O)c3ccccc3n2C)cc1
    -34 | 9
O=c1[nH]c(/C=C/c2ccccc2OC(F)F)nc2c1cnn2-c1ccccc1
    -11 | 22

The results go on.
compound | OX1R antag-1 | OX1R antag-2
CCOc1cccc(N(C(=O)c2ccco2)C(C(=O)NC2CCCC2)c2cccnc2)c1 (centres undefined) | -44 | 25
COc1ccc(NC(=O)NNC(=O)COc2ccc3ccccc3c2)cc1 | 9 | -6
CCOC(=O)c1ccc2[nH]c3c(c2c1)CCCC3NC=O (centres undefined) | -5 | 14
CCOC(=O)c1ccc(NC(=O)C2CC(=O)N=C(N)S2)cc1 (centres undefined) | -1 | -4
CCN(CC)c1ccc(/C=N/NC(=O)c2cccc(S(=O)(=O)Nc3ccccc3OC)c2)cc1 | -11 | 45
Cc1cc(C)c(S(=O)(=O)c2ccccc2C)c(Oc2ccccc2)n1 | -15 | 29
Cc1cccc(Oc2ccccc2N)c1 | -12 | 4
O=C(OCC(=O)N1CCN(c2ccccc2)CC1)c1ccccc1[N+](=O)[O-] | -2 | 21
COc1cc2c(cc1OC)N1C(=O)CC(OCC(=O)O)C3C4CC5(CCN5C(=O)C4=O)C2C31 (centres undefined) | -20 | 8
O=C(CNC(=O)c1cccc(F)c1)N/N=C/C=C/c1ccccc1 | -17 | 6
O=S(=O)(c1cccc(Br)c1)N1CCN(c2ccnc3cc(Cl)ccc23)CC1 | -4 | 19
CS(=O)(=O)c1ccc(-c2sc3ccccc3c2C(=O)NCCCN2CCOCC2)cc1 | -25 | 6
CCOC(=O)c1c(C)c(C)n(Cc2cccc(OC)c2OC)c1C | -24 | 9
CCn1c(C2CC(=O)N(Cc3ccccc3)C2)nc2ccccc21 (centres undefined) | -17 | 8
COCCNC(=S)N/N=C/c1ccc2c(c1)OCCO2 | -13 | 15
O=c1c2ccccc2oc2nc(C3CCCCC3)n(Cc3ccco3)c(=O)c12 | -22 | 20
CN(CCNC(=O)C1(O)c2ccccc2NC(=O)N1c1ccccc1)Cc1ccccc1 (centres undefined) | 3 | 12
O=C1CCCN1c1ccc(S(=O)(=O)NCc2ccc(F)cc2)cc1 | -7 | 15
N=c1oc2ccc(Cl)cc2cc1C(=O)Nc1ccc(F)cc1 | -12 | 6
COc1cc(OC)c(S(=O)(=O)NCc2ccco2)cc1S(=O)(=O)NCc1ccco1 | -12 | 7
O=C(CCc1nnc2ccc(N3CCCC3)nn12)Nc1ccc(F)c(F)c1 | -11 | 9
c1csc(CNCCN2CCOCC2)c1 | 8 | 9
CC(C)c1ccc(-c2noc(C3CCCN(C(=O)c4ccc(F)cc4F)C3)n2)cc1 (centres undefined) | -24 | 9
O=C(c1ccc(COc2ccccc2Br)cc1)N1CCCCC1 | -17 | 15
CC(=O)Nc1ccc(C(=O)NCC(=O)OCc2ccccc2F)cc1 | -5 | 19
CC(=O)Nc1ccc(S(=O)(=O)N2CCN(c3cc4c(cc3[N+](=O)[O-])n(C)c(=O)n4C)CC2)cc1 | -37 | 22
COc1ccc(C2(O)CCN(C(=O)Cc3cccnc3)CC2)cc1 | -17 | 29
CCN1CCN(CC(=O)Nc2nc3ccccc3s2)CC1 | -10 | -4
CSc1nc2ccccc2cc1/C=C(\C#N)c1ccc(Cl)c(Cl)c1 | -25 | 21
Cc1cc(C)cc(N(C(=O)CNC(=O)c2ccco2)C(C(=O)NC2CCCCC2)c2cccnc2)c1 (centres undefined) | -4 | 16
CCCCn1c(N)c(N(CC(C)C)C(=O)c2cc3c(s2)CCC3)c(=O)[nH]c1=O | -13 | 15
COc1ccc(C(=O)/C=C/c2cccnc2)c(OC)c1 | -17 | 10
Cc1ccn2cc(-c3nonc3C)cc2c1 | -19 | 10
COc1ccc(S(=O)(=O)N2CCN(C(=O)[C@@H]3CCC(=O)N3C3OC(=O)c4ccccc43)CC2)cc1 (some centres undefined) | -21 | 14
Cc1cc(C)n2nc(C(=O)OCC(=O)NC(=O)c3ccccc3)nc2n1 | -15 | 24
CCN1CCN(S(=O)(=O)c2ccc(Cl)c(C(=O)NCCc3ccccc3)c2)CC1 | -22 | 1
COC(=O)Cc1c(C)[nH]n(-c2cc(Cl)cc(Cl)c2)c1=O | -14 | 9
CCOC(=O)c1ccc(NC(=O)c2ccccc2N(C)S(=O)(=O)c2ccccc2)cc1 | -30 | 26
c1ccc2c(c1)ncn2CCCOc1ccc2c(c1)CCC2 | -16 | 21
Cc1cc(C)cc(NC(=O)COc2ccc(C(=S)N3CCOCC3)cc2)c1 | -21 | 12
O=C(O)/C=C/c1ccc(S(=O)(=O)Nc2ccccc2C(=O)Nc2ccc(F)cc2)cc1 | -6 | 13
CCCCCCCCC[n+]1cccc2c3ccccc3ccc21 | 94* | 76
N#Cc1nc(-c2ccccc2F)oc1NCCc1ccccn1 | -11 | 16
O=C(Nc1nncs1)C1c2ccccc2Oc2ccccc21 | -19 | 8
N#Cc1nc(-c2ccccc2F)oc1NC1CCCCC1 | -28 | 3
COc1ccccc1OCc1nc(C#N)c(N2CCCC2)o1 | -27 | 9
Cc1cc(C)n(-c2cc(N3CCN(S(=O)(=O)c4ccc(Br)cc4)CC3)ccc2[N+](=O)[O-])n1 | -21 | 8
COc1ccc(NC(=O)CSc2nnc(Cc3cccs3)n2C)cc1 | -16 | 5
COC(=O)C1=C(CN2CCN(C)CC2)NC(=O)NC1c1cc(C)ccc1C (centres undefined) | -3 | 23
Cc1cccc(-n2c(N)cc(=O)[nH]c2=S)c1 | -21 | 16
COC(=O)Cn1c(=NC(=O)c2sc3ccccc3c2Cl)sc2cc(S(N)(=O)=O)ccc21 | 19 | 8
CCc1cc(=O)oc2c(C)c(OCC(=O)NC3CC(C)(C)NC(C)(C)C3)ccc12 | -14 | 12
CCSc1nnc(NC(=O)Cn2cnc3ccccc3c2=O)s1 | -19 | 5
CCOC(=O)n1c(=O)n(Cc2ccc(Cl)cc2Cl)c2ccccc21 | -49 | 1
COc1ccc(/C=N/Nc2nc(Nc3ccccc3)nc(N3CCCCC3)n2)cc1OC | -29 | 6
CCCC(O)(CCN1CCOCC1)c1ccc(Br)cc1 (centres undefined) | -13 | 9
CCOC(=O)c1ccc(NC(=O)CCc2ccc(C)o2)cc1 | -21 | 7
COc1ccc(CCNC(=O)C(=O)NCC2OCCN2S(=O)(=O)c2ccc(C)cc2)cc1OC (centres undefined) | -33 | 10
CCOC(=O)c1ccc(NC(=O)N2CCN(C(=O)c3ccco3)CC2)cc1 | -19 | 1
Fc1ccc(NC(=S)Nc2ccc(Cl)cc2)cc1 | -4 | 10

Other results
compound | OX1R antag-1 | OX1R antag-2
CCOC(=O)N1CCC(N2CCCC(C(=O)c3cc(C)c(OC)c(C)c3)C2)CC1 (centres undefined) | -10 | 4
COc1cc(S(=O)(=O)NCc2ccccc2)ccc1-n1cnnn1 | -14 | 19
CC1CCN(Cc2c(C(=O)N3CCc4ccccc4C3)nc3ccc(Cl)cn23)CC1 | -53 | 8
O=C(NCc1ccco1)c1n[nH]c(=O)c2ccccc12 | 0 | 19
c1ccc(CSCc2nc3ccccc3[nH]2)cc1 | -29 | 25
Cc1cc(C)cc(NC(=O)CCOc2ccccc2)c1 | -30 | 12
CCOc1ccccc1NC(=O)COC(=O)C1CCC1 | 7 | 13
CC(C)CNS(=O)(=O)c1cc(C(=O)OCC(=O)c2ccc3c(c2)OCCO3)c(Cl)cc1Cl | -13 | 12
COc1ccc(CNC(=S)Nc2ccc(OC)cc2)cc1 | 0 | 13
CCOc1cc(-c2nnn(CC(=O)N3CCCCC3)n2)ccc1OC | -15 | 3

An excerpt from above in order of SMILES length, highest first:
compound | OX1R antag-1 | OX1R antag-2
CCOC(=O)N1CCC(N2CCCC(C(=O)c3cc(C)c(OC)c(C)c3)C2)CC1 (centres undefined) | -10 | 4
CC1CCN(Cc2c(C(=O)N3CCc4ccccc4C3)nc3ccc(Cl)cn23)CC1 | -53 | 8
CCOc1cc(-c2nnn(CC(=O)N3CCCCC3)n2)ccc1OC | -15 | 3
O=C(NCc1ccco1)c1n[nH]c(=O)c2ccccc12 | 0 | 19
COc1ccc(CNC(=S)Nc2ccc(OC)cc2)cc1 | 0 | 13
Cc1cc(C)cc(NC(=O)CCOc2ccccc2)c1 | -30 | 12
c1ccc(CSCc2nc3ccccc3[nH]2)cc1 | -29 | 25

Screening results: PubChem, The Scripps Research Institute Molecular Screening Center

Hits appear at their usual frequency; overall some 2.1% were active at least once.
